Source: PubChem
ERK EGF inh: qHTS Assay for Inhibitors of the ERK Signaling Pathway using a Homogeneous Screening Assay; Stimulation with EGF; AID 1454, 2008; Potency, µM (top dose mostly 11.5 µM), without a hit: top-dose activity change, negative = inhibition, most hits filed as inhibitors; HEK293-V1b, EGF-stimulated phospho-ERK AlphaScreen; hit rate 0.41% among 130,000; active means well fitted inhibition curve with a large enough effect; inconclusive means small, poorly fitted or top-dose-only effect, or effect the other way;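 further: plate controls were stimulated vehicle wells for no effect and unstimulated vehicle basal for full effect; nearly all actives have a fitted effect of over 55% in size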
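HEK293 cells stably expressing V1b receptor, serum-reduced (1% FBS) overnight, got compound for 30 min at 37C, then 25 nM EGF for 5 min. Lysate phospho-ERK read by AlphaScreen SureFire; AC50 from Hill fits.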
* hit, by the source's call; ? = inconclusive; [ ] = dose if it differs, or a comment. Potency means the concentration at half of the fitted maximal effect. This is a subset; count on the stated rates, not on these rows.

| ERK EGF inh | Structure |
| --- | --- |
| 5% | CC1=NNC(=O)C1CCC(=O)N/N=C(/C)c1ccc([N+](=O)[O-])cc1 (stereo not drawn) |
| -1% | O=C1CCC(C(=O)N(Cc2cccs2)C2(C(=O)NC3CCCCC3)CCCCC2)N1 (stereo not drawn) |
| -10% | COc1ccccc1NC(=O)N1CCCC1C(=O)NCC1CCCO1 (stereo not drawn) |
| 1% | CCOC(=O)c1ccc2[nH]c3c(c2c1)CCCCC3=O |
| -6% | O=C(CNCc1cccs1)NC12CC3CC(CC(C3)C1)C2 |
| 13% | CC(=O)Nc1ccc(N2C(=O)CSC2c2cccc([N+](=O)[O-])c2)cc1 (stereo not drawn) |
| 33% | C=CCN(CC=C)C(=O)c1ccc(OC2CCN(S(=O)(=O)N(C)C)CC2)cc1 |
| 0% | COC(=O)CCCNS(=O)(=O)c1ccc2ccccc2c1 |
| -1% | C[C@@H]1NC(=O)c2cc([N+](=O)[O-])cc(I)c2NCCCC[C@@H](C(N)=O)NC(=O)[C@H](CCC(=O)O)NC1=O |
| -4% | O=C(COC(=O)c1ccc(CSc2ccc(Cl)cc2)cc1)Nc1ccccc1 |
| -4% | CCOCC(=O)Nc1ccc([N+](=O)[O-])cc1Cl |
| 9% | O=C(Nc1cccc(Cl)c1)Nc1ccnc(-c2cccnc2)n1 |
| 0% | CCOC(=O)c1c(-c2ccc(C)cc2)csc1NC(=O)/C(C#N)=C/c1ccc(O)c(OC)c1 |
| -7% | COc1cccc(N2CCN(C(=O)CN(C)S(=O)(=O)c3ccc4c(c3)c(=O)n(C)c(=O)n4C)CC2)c1 |
| 1%[57.5 µM] | COc1cc(C(C)=O)ccc1COc1ccc(C(=O)O)cc1OC |
| 0%[57.5 µM] | Cc1ccccc1NC1=NC(=S)N(CC(N)=O)C12CCOC(C)(C)C2 (stereo not drawn) |
| -9% | O=C(c1ccc([N+](=O)[O-])cc1)N1CCSC1c1ccc(Br)cc1 (stereo not drawn) |
| 6% | CN(CC(=O)Nc1ccc(C(N)=O)cc1)CC(=O)Nc1ccccc1Cl |
| 1% | O=C(O)c1ccccc1N1C(=O)C2C3CCC(C3)C2C1=O (stereo not drawn) |
| -3% | Cc1ccc(NC(=O)CSc2nnc(CNC(=O)c3ccccc3F)o2)cc1 |

Reprinted at random: 2 records from the list, in no set order.
| ERK EGF inh | Structure |
| --- | --- |
| 0% | CCOC(=O)c1c(-c2ccc(C)cc2)csc1NC(=O)/C(C#N)=C/c1ccc(O)c(OC)c1 |
| 1% | O=C(O)c1ccccc1N1C(=O)C2C3CCC(C3)C2C1=O (stereo not drawn) |

Reformatted as a markdown table: entries from further up
| mol | ERK EGF inh |
| --- | --- |
| Cc1ccc(NC(=O)CSc2nnc(CNC(=O)c3ccccc3F)o2)cc1 | -3% |
| O=C(Nc1cccc(Cl)c1)Nc1ccnc(-c2cccnc2)n1 | 9% |
| COc1cc(C(C)=O)ccc1COc1ccc(C(=O)O)cc1OC | 1%[57.5 µM] |
| CCOCC(=O)Nc1ccc([N+](=O)[O-])cc1Cl | -4% |
| CC(=O)Nc1ccc(N2C(=O)CSC2c2cccc([N+](=O)[O-])c2)cc1 (stereo not drawn) | 13% |
| Cc1ccccc1NC1=NC(=S)N(CC(N)=O)C12CCOC(C)(C)C2 (stereo not drawn) | 0%[57.5 µM] |
| C=CCN(CC=C)C(=O)c1ccc(OC2CCN(S(=O)(=O)N(C)C)CC2)cc1 | 33% |

(cont.)
| ERK EGF inh | Structure |
| --- | --- |
| -1% | ClC1(Cl)CC1Cn1c(C2CC2)nc2ccccc21 (stereo not drawn) |
| 6% | Cc1ccccc1Nc1nc2ccccc2n1C(C)C |
| 2%[57.5 µM] | COc1ccccc1C(=O)NNC(=O)c1ccc(NC(=O)CC(C)C)cc1 |
| -1%[57.5 µM] | Cn1cccc1/C=C1\SC(=Nc2ccc(O)cc2)NC1=O |
| -4%[57.5 µM] | O=C(NNc1c(Cl)cc(Cl)cc1Cl)c1n[nH]c(=O)c2ccccc12 |
| 12%[57.5 µM] | CCCCCNc1nc2sc3c(c2c(=O)n1-c1cccc(Cl)c1)CCN(C)C3 |
| -13%[57.5 µM] | O=C(CSc1nnnn1Cc1ccccc1)c1ccc(F)cc1 |
| -1%[57.5 µM] | FC(F)(F)c1cc(N2CCNCC2)c2ccccc2n1 |
| -3% | Cc1cc(C)n(-c2ccc(C(=O)OCC(=O)Nc3cc(Cl)ccc3[N+](=O)[O-])cc2)n1 |
| 4% | COc1ccccc1NC(=O)CN1CCN(c2ccccc2)CC1 |
| -6% | Cc1ccc(Nc2nc3ccccc3s2)cc1 |
| -1% | Cn1cc(CNC(=O)c2cc(-c3ccccc3)nc3ccc(Br)cc23)cn1 |
| 9%[57.5 µM] | N=C(N)N1CCc2ccccc21 |
| 2% | O=C(CN1C(=O)/C(=C/c2ccccc2F)Sc2ccccc21)NCc1cccnc1 |
| 7% | COc1ccccc1CN1CCN(Cc2nc(-c3cccs3)no2)CC1 |
| -2% | O=C(N/N=C/c1ccc2c(c1)OCO2)c1cccs1 |
| 11% | C=CCc1ccc(OC(=O)c2ccccc2)c(OC)c1 |
| 3% | COc1ccc(S(=O)(=O)NCC2CCCN(C(=O)c3cccnc3)C2)cc1 (stereo not drawn) |
| -4% | CC(c1ccccc1)N1C(=O)NC(NC(=O)C(C)(C)C)(C(F)(F)F)C1=O (stereo not drawn) |
| -11% | COc1ccccc1NC(=O)N1CCN(S(C)(=O)=O)CC1 |
| ? | CN1CCN(C(=O)CCN2C(=O)/C(=C\c3ccc(Cl)cc3Cl)SC2=S)CC1 |
| 10% | O=C(N/N=C/c1ccc2c(c1)OCO2)c1ccc(Cn2cc([N+](=O)[O-])cn2)o1 |
| 16% | CCCN(CCC)CCCNC(=O)CN1C(=O)CSc2ccc(S(=O)(=O)N3CCOCC3)cc21 |
| -2% | CCCOc1ccc(C2NC(=S)NC(C)=C2C(=O)c2ccccc2)cc1OC (stereo not drawn) |
| -3% | CCNC(=S)N/N=C/c1cccc(C)c1 |
| 0% | COc1ccccc1NC(=S)NC(NC(=O)c1ccco1)C(Cl)(Cl)Cl (stereo not drawn) |
| -14%[57.5 µM] | CCOCC(=O)Nc1cccc(-c2nc3cccnc3s2)c1C |
| 0% | COC(=O)CNC(=O)C(NC(=O)OCc1ccccc1)C(C)C (stereo not drawn) |
| -4% | CC(=O)c1ccc(N=c2scc(C)n2C(C)C)cc1 |
| 3% | O=C(O)C(c1ccccc1)N1CCCCC1 (stereo not drawn) |
| -9% | Nc1nnc(SCc2ccc([N+](=O)[O-])cc2)s1 |
| 0% | O=C(COC(=O)CCc1c[nH]c2ccccc12)NCc1ccccc1 |
| 1% | NC(=O)c1ccc(Oc2ccc3ccc(=O)oc3c2)c([N+](=O)[O-])c1 |
| -2%[57.5 µM] | C/C(=N\Nc1ccc(Cl)c(C(=O)O)c1)c1ccccn1 |
| 1% | COc1cc2c(cc1OC)C(Nc1ccc(S(N)(=O)=O)cc1)=NC(C)(C)C2 |
| 0% | CCc1c(C)nc2ncnn2c1N1CCN(S(=O)(=O)c2ccc(OC)cc2)CC1 |
| 5% | COc1ccc(S(=O)(=O)N2CCCOC2CNC(=O)C(=O)NCc2ccco2)cc1C (stereo not drawn) |
| -10% | CCOc1cccc(NC(=O)/C(C#N)=C\c2cccnc2)c1 |
| -3%[57.5 µM] | O=C(CNC(=O)c1ccc(Cl)cc1Cl)Nc1ccc(F)cc1 |
| -14% | O=[N+]([O-])c1cccc2ccc(/C=C/c3ccc(C(F)(F)F)cc3)nc12 |
| 14% | CC1CCCN(C(=O)Nc2ccc(Br)cc2Cl)C1 (stereo not drawn) |
| 7% | CC(C)c1nc(C(=O)N2CCc3c([nH]c4ccccc34)C2c2ccccn2)cs1 (stereo not drawn) |
| 3% | CCCn1c(CN(C)Cc2ccccc2)nc2c1c(=O)n(C)c(=O)n2C |
| 10% | CCc1ccc(NC(=O)/C(C#N)=C/c2cn(CC(=O)O)c3ccccc23)cc1 |
| 8% | Cc1onc(-c2ccccc2)c1C(=O)NC(=S)NNC(=O)c1ccc(O)cc1O |
| 4%[57.5 µM] | COc1ccc2c(c1OC)C(=O)OC2Nc1nc(-c2cccc([N+](=O)[O-])c2)cs1 (stereo not drawn) |
| 3% | CC(C)c1nc(Cl)c(C#N)c2c1CCCC2 |
| 9% | Cc1cccc(OCCC(=O)NCC(=O)Nc2c(C)cccc2C)c1 |
| -17% | CCOc1cc(/C=N/NC(=O)c2c(-c3ccccc3)noc2C)ccc1O |
| 19% | Cc1cccc(C(C)C)c1NC(=O)c1ccc(CN(c2ccccc2)S(=O)(=O)c2ccccc2)cc1 |
| -1%[57.5 µM] | CC1(OC(=O)CCc2ccccc2)C(=O)C=C2C=C(c3ccc(C#N)cc3)N(CCN3CCOCC3)C=C2C1=O (stereo not drawn) |
| -12% | CCCCNC(=O)c1ccc(NC(C)=O)c(Cl)c1 |
| 9% | Cc1cc(C)c2sc(N(CCN(C)C)C(=O)c3cc(Cl)sc3Cl)nc2c1 |
| -7% | O=c1c(-c2cc(F)cc(F)c2)nc2cnc(Oc3ccccc3)nc2n1C[C@H]1CCCO1 |
| 0% | O=C1CCCc2ccccc2N1Cc1ccc(F)cc1 |
| 10% | O=C(/C=C/c1ccc2c(c1)OCO2)NCCSCc1c(Cl)cccc1Cl |
| -11% | CC(C)Oc1ccc2c(=O)c3cc(C(=O)O)ccc3oc2c1 |
| 11% | CC(C)N1CCN(Cc2ccc(C#CC(C)(C)O)cc2)CC1CCO (stereo not drawn) |
| 8% | C=CCn1c(SCC(N)=O)nnc1-c1cc2c(s1)CCC(CC)C2 (stereo not drawn) |
| -4% | COc1ccc(Cc2nnc(SCC(=O)N3CCCCC3)o2)cc1 |

The list goes on.
| ERK EGF inh | Structure |
| --- | --- |
| -8%[57.5 µM] | O=C(CCOc1ccc(F)cc1)Nc1nccs1 |
| ? | COc1ccc(C(=O)CSc2ccc3nnc(-c4cccnc4)n3n2)cc1 |
| 14% | CCCC(C(=O)NCc1ccccc1)N(C(=O)Cn1nnc(-c2cccs2)n1)c1ccc2c(c1)OCCO2 (stereo not drawn) |
| 1% | C1CCN(Cc2nnnn2CC2CCCO2)CC1 (stereo not drawn) |
| -7% | CC(=O)Nc1ccc(NC(=O)COC(=O)c2n[nH]c3ccccc23)cc1 |
| 1% | Cc1cc2cc(CCNC(=O)C3c4ccccc4Oc4ccccc43)c(=O)[nH]c2cc1C |
| 6% | O=C(NCc1ccccn1)C(=O)Nc1ccccc1 |
| 6% | CC1(OC(=O)CCc2ccccc2)C(=O)C=C2C=C(C3CC3)OC=C2C1=O (stereo not drawn) |
| -3%[57.5 µM] | CN(CC(=O)O)S(=O)(=O)c1ccc2[nH]c(=O)c(=O)[nH]c2c1 |
| 3% | CCOC(=O)Cn1nnnc1CN1CCN(c2ccc(OC)cc2)CC1 |
| ? | Cc1cc(C)nc(/N=C(\N)Nc2ccc3c(c2)OCCO3)n1 |
| 2% | CCC1C(=O)n2nc(-c3ccccc3)cc2N=C1C (stereo not drawn) |
| -5% | COCCNC(=O)C(c1ccc(C)o1)N(CCOC)C(=O)Cn1nnc2ccccc21 (stereo not drawn) |
| -13% | C=CCOC(=O)[C@H](O)[C@@H](O)C(=O)OCC=C |
| 5% | O=C(Nc1ccc([N+](=O)[O-])cc1)Nc1nc(-c2ccc(Cl)s2)cs1 |
| -9% | Cc1ccc(C(=O)Nc2ccc(C(=O)N3CCCCC3)cc2)cc1 |
| -15%[57.5 µM] | O=c1[nH]c(=S)[nH]cc1Oc1ccc(Cl)cc1Cl |
| 6% | Cc1cccc(NC(=O)COC(=O)CCc2ccc(S(=O)(=O)N3CCOCC3)cc2)c1C |
| 6%[57.5 µM] | COc1ccc(-c2ccnc3ncnn23)cc1 |
| -5% | COC(=O)C(C)Sc1ccc2nnc(CCNS(=O)(=O)c3ccccc3)n2n1 (stereo not drawn) |
| -4% | CCN(CC)C(=O)C1CCN(Cc2cn(C)nc2-c2ccc(Oc3ccccc3)cc2)CC1 |
| 9%[57.5 µM] | COc1ccc(CCN(C)CCC(=O)Nc2cccc(C)c2)cc1OC |
| 10%[57.5 µM] | O=c1oc2ccccc2nc1/C=C(\O)c1ccccc1 |
| -28% | COc1ccc(N2CCN(Cc3nc4sc(C)c(C)c4c(=O)[nH]3)CC2)cc1 |
| 15% | CC(=O)OC1CCC2(C)C3=C(CCC2C1(C)C)[C@]1(C)CCC(C(C)CCC=C(C)C)[C@]1(C)CC3 (stereo partly drawn) |
| 3% | Cc1cc(C)cc(C(=O)NCC(=O)OCC(=O)NCC(F)(F)F)c1 |
| 9% | O=[N+]([O-])c1cn(Cc2ccccc2)cn1 |
| 1% | COc1ccc(C2CC(c3ccc(F)cc3)Nc3nc(N)nn32)cc1 (stereo not drawn) |
| -1% | CC/C(=N\NC(=O)OC)c1ccc(OC(F)F)cc1 |
| 5%[57.5 µM] | O=C(Nc1ccc(N2CCOCC2)c(S(=O)(=O)Nc2ccc(Cl)cc2)c1)c1cnccn1 |
| 3% | COCC(=O)Nc1ncc(S(=O)(=O)c2ccc([N+](=O)[O-])cc2)s1 |
| -1% | Cc1ccc(/C=N/NC(=O)CSc2nc3ccccc3n2Cc2ccccc2)o1 |
| -6% | CCCCC#Cc1nc(N)c2ncn([C@@H]3O[C@H](C(=O)NCC)[C@@H](O)[C@H]3O)c2n1 |
| 9% | CC(=O)Nc1ccc2nc(C)n(Cc3ccc(Cl)cc3)c(=O)c2c1 |
| 4%[25.7 µM] | O=C(OCCOCCO)c1ccccc1Nc1cccc(C(F)(F)F)c1 |
| 3%[57.5 µM] | Cc1cc(NC(=O)c2ccccc2)n(C(C)(C)C)n1 |
| 1% | CCc1ccc(C(=O)N/N=C/c2cccc3ccccc23)nc1 |
| 11%[57.5 µM] | COc1ccc(-n2c(SCC(=O)N3CCOCC3)nnc2C(C)N2CCCCC2)cc1 (stereo not drawn) |
| 4% | CC(=NCCc1c(C)[nH]c2ccc(OC(F)(F)F)cc12)C1=C(O)CC(c2ccccc2)CC1=O (stereo not drawn) |
| 3% | CCC/C=C(\CCC)C(NC(=O)CCc1ccccc1)c1ccc(C(F)(F)F)cc1 (stereo not drawn) |
